# Source: PubChem
# D2 PAM: D2 dopamine receptor (human) potentiation. 340,000 compounds, 0.34% hits. potentiation, % at 10 µM. HEK293 T-REx D2, calcium flux, EC20 dopamine potentiation. P14416;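 active = potentiation over 3 SD above the plate norm, cut at about 30% in these data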; also: 0% is about no effect
# Target sequence (P14416 whole entry, looked up): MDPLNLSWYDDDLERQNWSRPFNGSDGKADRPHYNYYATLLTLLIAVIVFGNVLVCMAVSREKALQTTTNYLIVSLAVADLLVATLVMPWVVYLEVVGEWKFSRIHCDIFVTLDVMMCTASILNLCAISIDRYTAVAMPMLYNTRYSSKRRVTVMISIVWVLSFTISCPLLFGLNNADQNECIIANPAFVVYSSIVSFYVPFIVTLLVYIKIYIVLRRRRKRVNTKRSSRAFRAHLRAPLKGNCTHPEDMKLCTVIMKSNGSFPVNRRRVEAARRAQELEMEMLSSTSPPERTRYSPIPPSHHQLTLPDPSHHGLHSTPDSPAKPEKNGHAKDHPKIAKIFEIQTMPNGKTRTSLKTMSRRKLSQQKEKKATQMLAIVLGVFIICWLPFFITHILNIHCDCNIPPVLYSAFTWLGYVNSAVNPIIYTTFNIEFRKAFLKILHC
#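 Potentiation of an EC20 dopamine calcium response is measured in a force-coupled, tetracycline-inducible Hek293 Trex D2 line. Compound-only kinetic reads over 180 s flag agonists before dopamine addition.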
# D1 agonist: activates the human D1 dopamine receptor; HEK293 T-REx D1 cells, calcium flux, agonist mode; activation, % at 2 µM; 360,000 compounds, 1% hits; in the data active = activation above about 30%; also: 0% is about no effect
#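 Agonism was scored from calcium flux recorded over 180 s (1 read/s) after pintool compound addition, following a 10-cycle baseline. Cells were inducible force-coupled HEK293 TREx D1, plated overnight at 30 C and loaded with no-wash calcium dye.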
# RXFP1 agonist: activates the human relaxin receptor RXFP1. HEK293T-RXFP1 cAMP TR-FRET, 30 min; response scale: percent of porcine relaxin response, buffer zero. Potency, µM (highest dose often 57.5 µM), inactives show at the highest dose activation, actives largely listed as activators. 370,000 compounds, 0.3% hits; active = well fitted activation curve with a large enough effect; inconclusive = small, poorly fitted or top-dose-only effect; also: potency is read from the fitted curve at half-maximal effect; % is scaled to controls: 0 for no effect and ±100 for the full control effect; nearly all actives have a fitted effect of over 60% in size; many of its hits are not listed in these tables
#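 Agonist response is measured as cAMP accumulation in an RXFP1-transfected HEK293T line under PDE4 inhibition. Values are scaled between buffer-only and 29 nM porcine relaxin, and EC50s come from standard Hill equation fits.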
# D2 antag: antagonizes the human D2 dopamine receptor; HEK293 TREx D2 cells, calcium flux, dopamine EC80; inhibition, % at 10 µM; P14416; AID 485344; 340,000 compounds, 2% hits; in the data active = inhibition above about 30%; also: 0% is about no effect
#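 Calcium mobilization kinetics were recorded at 1 s intervals in tetracycline-induced HEK293 T-REx D2 cells, first for 180 s after compound addition and then 180 s after EC80 dopamine.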
# D2 agonist: D2 dopamine receptor (human) agonism; HEK293 T-REx D2 cells, calcium flux agonist mode; 340,000 compounds, 0.53% hits; P14416; activation, % at 2 µM;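 active = activation over 3 SD above normal in the single-dose calcium agonist read, cut at about 30% in these data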; also: 0% is about no effect
#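 Tetracycline-induced HEK293 T-REx cells with force-coupled D2 receptor, plated overnight at 30 C, loaded with no-wash calcium dye. After a 10 s baseline, compound was pin-added and calcium flux read kinetically for 180 s; calcium rises flagged agonists.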
# D1 PAM: potentiators of human D1 dopamine receptor; P21728; HEK293 TREx D1 cells, calcium flux, dopamine EC20 potentiation; potentiation, % at 10 µM; 360,000 compounds, 0.036% hits; AID 504651; in the data active = potentiation above about 30%; also: 0% is about no effect
# RXFP1 antag: blocks the human relaxin receptor RXFP1 | Q9HBX9 | HEK293-RXFP1, relaxin-stimulated cAMP HTRF, 30 min; hits give low values | activity change, negative = inhibition, % at 57.5 µM | 350,000 compounds, 0.59% hits;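 active = activity change of -60% or lower, but not beyond a set lower limit; inconclusive = change between -60% and -40%, or beyond the set limit; inactive = change above -40%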; also: % is scaled to controls: 0 for no effect and ±100 for the full control effect
# D1 antag: blocks dopamine activation of the human D1 receptor; 360,000 compounds, 3.2% hits; P21728; HEK293 TREx D1 cells, calcium flux, dopamine EC80; hits give low values; activity change, negative = inhibition, % at 10 µM; in the data active = activity change below about -30%; also: % is scaled to controls: 0 for no effect and ±100 for the full control effect
#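 Antagonism measured as reduced calcium response to an EC80 dopamine addition following 180 s compound pre-read; cells were inducible HEK293 Trex D1 plated overnight at 30 C, read kinetically at 1 cycle/sec.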
# TRHR PAM: TRH receptor (human) allosteric enhancement; P34981; TRHR cells, fluo-8 calcium fluorescence, EC20 TRH enhancement; enhancement, % at 2 µM; 360,000 compounds, 0.66% hits; in the data active = enhancement above about 30%; also: 0% is about no effect
# Target sequence (P34981 whole entry, looked up): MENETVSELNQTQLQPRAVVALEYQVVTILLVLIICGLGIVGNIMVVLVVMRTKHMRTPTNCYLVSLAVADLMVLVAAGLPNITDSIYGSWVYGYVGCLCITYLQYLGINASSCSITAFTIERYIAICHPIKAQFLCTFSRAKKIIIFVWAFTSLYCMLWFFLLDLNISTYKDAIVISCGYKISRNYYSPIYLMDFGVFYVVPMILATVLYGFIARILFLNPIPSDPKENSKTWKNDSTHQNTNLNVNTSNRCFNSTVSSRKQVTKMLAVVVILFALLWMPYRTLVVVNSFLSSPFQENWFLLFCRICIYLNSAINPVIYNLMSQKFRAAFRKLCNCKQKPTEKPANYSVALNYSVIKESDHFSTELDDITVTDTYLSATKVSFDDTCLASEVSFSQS
#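 Enhancer read-out: after compound pinning and an initial kinetic agonist-mode read, an EC20 of TRH (10 nM final) was injected and fluo-8 calcium signal (Ex 480/Em 530) followed at 1 s/cycle for 100 cycles in TRHR-expressing cells.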
# * = called active by the depositor; ? = inconclusive; . = no result given.
SMILES,D2 PAM,D1 agonist,RXFP1 agonist,D2 antag,D2 agonist,D1 PAM,RXFP1 antag,D1 antag,TRHR PAM
Cc1nn(S(=O)(=O)c2ccc(C(C)C)cc2)c(C)c1S(=O)(=O)N1CCCCCC1,-9,2,2.1%,.,0.2,0,.,1,23
COc1ccc(NC(=O)CN(C)S(=O)(=O)c2ccc(C)cc2)c([N+](=O)[O-])c1,-2,6,1.3%,6,-0.3,0,1,-8,5
O=C(COC(=O)/C=C/c1cccc(C(F)(F)F)c1)NCc1ccc(F)cc1,6,10,2.2%,-8,-0.2,-1,6,-3,3
O=C(Cc1cnc2ncnn2c1)N1CCc2c([nH]c3ccccc23)C1c1ccccn1 (stereo not drawn),-5,-1,-1.2%,-13,-2.0,-4,-1,-3,-4
COc1ccc(NS(=O)(=O)c2ccc(NC(=S)NC(=O)CC(C)C)cc2)cc1,9,22,-0.6%,6,1.4,-2,-6,-7,4
Cc1ccnc(NC(=O)Cc2c(F)cccc2Cl)c1,7,5,0.4%,-10,-1.0,-3,5,24,0
COc1cc(C(=O)OCC(=O)NC(=O)C2CCCCC2)ccc1OC(F)F,.,4,2.0%,.,.,-5,0,-15,0
CC(C)c1ccc(-c2nnc(N)s2)cc1,1,1,-0.9%,4,-0.1,0,.,4,1
CCN(CC)CCNCc1ccc(OCc2ccc(Cl)nc2)c(OC)c1,9,5,0.7%,10,1.3,0,12,-2,-6
CCOC(=O)N1CCN(CC(=O)Nc2nc3ccc(OC)cc3s2)CC1,-8,-1,-0.3%,3,2.0,0,-8,33,11
Cc1ccc(NC(=O)c2ccc(F)cc2)nc1,-3,2,-0.6%,13,0.2,-6,12,-25,2
COc1ccc(C2C(C(=O)N3CCOCC3)CCC(=O)N2c2ccc(OC)cc2)cc1 (stereo not drawn),7,4,-0.7%,-1,0.3,-2,1,8,-3
Cc1cc(F)ccc1NCC(=O)Nc1ccccc1Br,6,2,2.7%,8,-0.3,-2,11,9,3
O=C(CSc1nc(Nc2ccccc2)nc(N2CCOCC2)n1)Nc1ccccc1Cl,-6,1,0.0%,5,0.1,-8,-28,5,-12
S=C(NC1CCCCCC1)NC1CCCC1,-22,8,2.3%,21,-0.8,-1,-11,7,-7
CCc1cccc2c1NC(=O)C2(O)N1CCCC(C)C1 (stereo not drawn),0,1,-1.3%,-11,1.5,-9,0,-4,-3
C=CCN1C(=O)/C(=C\c2ccc(Oc3nc(N4CCOCC4)nc(N4CCOCC4)n3)c(OC)c2)SC1=S,.,4,2.1%,.,.,-5,-36,8,1
Cn1c(=O)c2c(SCC(=O)N3CCc4ccccc43)nc(-c3cccc(F)c3)nc2n(C)c1=O,12,1,5.0%,.,.,-2,-2,19,-1
CSc1ccc(CN2CCN(C3CCCC3)C(CCO)C2)cc1 (stereo not drawn),-18,2,1.1%,10,0.2,1,-7,24,2
CC(=O)Nc1ccc(/C=C(\C#N)C(=O)NC2CCCCC2)cc1,3,3,0.9%,-11,0.9,1,-26,-8,7
COC(=O)C(Cc1ccc(OC(=O)c2ccccc2Cl)cc1)N1Cc2ccccc2C1=O (stereo not drawn),3,12,2.0%,-10,1.4,-5,-5,-30,-3
O=C1C2CCCCN2C(=O)N1CCCCN1CCN(c2ccc([N+](=O)[O-])cc2)CC1 (stereo not drawn),4,2,-0.3%,3,0.3,-8,-9,19,2
N#Cc1cc(S(=O)(=O)N2CCOCC2)ccc1N1CCOCC1,11,4,-1.4%,13,0.3,0,4,-4,1
O=C(Nc1ccccc1)c1ccc(NCC2CCCO2)c(S(=O)(=O)N2CCOCC2)c1 (stereo not drawn),-1,6,-0.3%,-24,0.3,-4,-4,-2,4
O=C1NC(c2cccc([N+](=O)[O-])c2)=CCN1c1ccccc1O,-2,5,-1.5%,0,1.1,-6,8,-7,4
Cc1cc(NC(=O)c2sc3ccccc3c2O)no1,-2,4,13%,-1,0.1,0,3,6,-2
CC(=O)C(Cc1ccccc1)NC(=O)COC(=O)CCN1C(=O)C2CC=CCC2C1=O (stereo not drawn),-6,1,-0.3%,4,0.1,4,-16,5,13
CCOc1cc2c(cc1OCC)C(CC(=O)O)N(C(=O)Nc1ccc(Br)c(C)c1)CC2 (stereo not drawn),0,-1,0.8%,.,0.7,0,16,-17,2
CC(=O)NS(=O)(=O)c1ccc(NC(=O)/C=C/c2ccccc2Cl)cc1,-2,2,-1.9%,-8,0.3,-6,4,23,3
Cc1ccc2nc(-c3ccc(NC(=O)CN4CCN(C(=O)c5ccco5)CC4)cc3)sc2c1,-2,5,4.6%,-2,4.3,-2,-22,-4,-4

# Ordered by the number under TRHR PAM (lowest first): some entries from above.
molecule	D2 PAM	D1 agonist	RXFP1 agonist	D2 antag	D1 PAM	RXFP1 antag	D1 antag	TRHR PAM
S=C(NC1CCCCCC1)NC1CCCC1	-22	8	2.3%	21	-1	-11	7	-7
Cn1c(=O)c2c(SCC(=O)N3CCc4ccccc43)nc(-c3cccc(F)c3)nc2n(C)c1=O	12	1	5.0%	.	-2	-2	19	-1
Cc1ccnc(NC(=O)Cc2c(F)cccc2Cl)c1	7	5	0.4%	-10	-3	5	24	0
O=C1C2CCCCN2C(=O)N1CCCCN1CCN(c2ccc([N+](=O)[O-])cc2)CC1 (stereo not drawn)	4	2	-0.3%	3	-8	-9	19	2
COc1ccc(NC(=O)CN(C)S(=O)(=O)c2ccc(C)cc2)c([N+](=O)[O-])c1	-2	6	1.3%	6	0	1	-8	5
CCOC(=O)N1CCN(CC(=O)Nc2nc3ccc(OC)cc3s2)CC1	-8	-1	-0.3%	3	0	-8	33	11

# Retrieved by structure from the entries so far (three):
SMILES,D2 PAM,D1 agonist,RXFP1 agonist,D2 antag,D2 agonist,D1 PAM,RXFP1 antag,D1 antag,TRHR PAM
CCc1cccc2c1NC(=O)C2(O)N1CCCC(C)C1 (stereo not drawn),0,1,-1.3%,-11,1.5,-9,0,-4,-3
CC(=O)Nc1ccc(/C=C(\C#N)C(=O)NC2CCCCC2)cc1,3,3,0.9%,-11,0.9,1,-26,-8,7
CSc1ccc(CN2CCN(C3CCCC3)C(CCO)C2)cc1 (stereo not drawn),-18,2,1.1%,10,0.2,1,-7,24,2

# The list goes on.
SMILES,D2 PAM,D1 agonist,RXFP1 agonist,D2 antag,D2 agonist,D1 PAM,RXFP1 antag,D1 antag,TRHR PAM
CCc1nc(OCC(=O)c2ccccc2)c(C#N)c2c1COC(C)(C)C2,12,1,1.8%,3,-1.5,1,3,9,3
O=C(O)C1CC=CCC1C(=O)Nc1ccc2c(c1)CCC2 (stereo not drawn),-11,3,-0.2%,-36,0.6,-7,-4,-16,-2
O=S(=O)(c1ccc(-c2csc(=Nc3ccc(F)cc3)n2CCCCCCO)cc1)N1CCCC1,12,1,0.5%,.,.,-2,.,9,-8
COc1ccc(CNC(=O)C2CCCN(c3nn4c(=O)cc(C)nc4s3)C2)cc1 (stereo not drawn),-2,3,2.4%,-9,0.3,-3,6,13,9
COc1cc(CN2CCC(CO)(Cc3cccc(C(F)(F)F)c3)CC2)ccc1F,8,52*,-0.3%,3,-1.7,-6,-5,-26,1
CCCCCOc1ccc(NC(=O)C(=O)NCCCn2ccnc2)cc1,-6,-2,1.0%,-14,0.1,-2,18,19,5
COc1ccc(N2CCN(Cc3cc(=O)oc4ccc5ccccc5c34)CC2)cc1,-22,0,3.2%,-17,49*,-4,-14,-2,7
CCOC(=O)C1=C(C)NC(C)=C(C(=O)OCC)C1c1ccc(O)cc1,-16,0,2.1%,2,0.6,-7,3,-36*,22
COC(=O)[C@H](CC(C)C)NC(=O)NCCCc1ccccc1,13,1,1.3%,-13,-0.1,-2,2,-2,-6
CC(C)NC(=O)c1ccccc1NS(=O)(=O)c1ccc(Br)s1,9,5,0.7%,-1,2.1,-5,-7,-16,-4
COc1ccc(NC(=O)C(=O)NCC(c2cccnc2)N2CCc3ccccc3C2)cc1 (stereo not drawn),-3,30,-2.1%,.,-0.9,-4,-18,-40*,-2
CC(C)CCNC(=O)Nc1ccc2c(c1)N(C)C(=O)c1ccccc1S2,10,-2,-3.7%,.,-1.3,-1,?,7,0
O=c1[nH]c(/C=C\c2ccccc2F)nc(O)c1[N+](=O)[O-],9,2,4.0%,3,-0.3,14,-2,13,2
NC(=S)Nc1nc2ccccc2s1,21,15,0.7%,5,-1.5,-8,-30,-16,7
CC(=O)Nc1ccc(S(=O)(=O)N2CCC(NC(=O)c3ccccc3)CC2)cc1,4,4,0.1%,1,0.9,0,-3,-24,0
CC(C)N(C(=O)COC(=O)[C@@H]1CC(O)CN1S(=O)(=O)c1ccccc1[N+](=O)[O-])C(C)C (stereo partly drawn),11,2,0.8%,.,.,0,-7,-7,5
CCc1ccc(-c2cc(C)no2)cc1S(=O)(=O)Nc1cc(C)ccn1,-4,3,2.9%,18,1.5,-2,8,-12,-5
COc1ccccc1CN1CC(C(=O)N2CCC(C(=O)c3ccccc3)CC2)CCC1=O (stereo not drawn),-4,3,1.3%,11,-0.5,4,-4,0,-3
O=C(c1ccc(-n2cncn2)c([N+](=O)[O-])c1)N1CCN(S(=O)(=O)c2ccc(Br)cc2)CC1,-5,1,0.1%,8,-0.3,-2,-14,-1,5
COc1ccc2oc(C(=O)N3CCc4ccccc43)c(C)c2c1,2,1,-3.4%,6,0.5,-2,-7,5,0
FC(F)Oc1ccc(-n2cc(-c3ccc(Cl)cc3)[n+]3c2CCCCC3)cc1,-7,1,3.7%,13,0.7,-6,2,4,-4
Fc1cc(NC(=S)NCc2ccc(CNC(=S)Nc3ccc(Cl)c(F)c3)cc2)ccc1Cl,25,14,0.0%,0,0.2,-4,-15,-16,4
CC(=O)N1CCc2cc(CNS(=O)(=O)c3cccs3)ccc21,6,0,-1.0%,.,0.4,2,14,4,2
Cc1ccc(-n2ncc3c2CCCC3NC(=O)c2ccccc2N2CCOCC2)cc1C (stereo not drawn),8,0,-1.7%,2,0.4,8,-24,7,2
NS(=O)(=O)c1cccnc1Nc1cccc(Cl)c1,5,1,0.1%,-9,0.2,-3,-8,-7,-11
COCCn1c(SCC(=O)Nc2ccccc2OC)nc2ccccc2c1=O,10,2,2.5%,-4,0.5,-5,-3,6,-6
CCc1oc2c(C)c(O)ccc2c(=O)c1-c1ccc2ccccc2n1,6,4,5.3%,23,5.4,12,-2,0,2
Cc1ccc(S(=O)(=O)Cn2nnnc2C(C(C)C)N2CCC(C(N)=O)CC2)cc1 (stereo not drawn),-1,1,-3.2%,-8,-0.5,-2,8,-3,-6
CN(C)S(=O)(=O)c1ccc(N2CCCC2)c(C(=O)NC2(C)CCS(=O)(=O)C2)c1 (stereo not drawn),0,5,-0.2%,-4,0.6,-2,-15,2,6
Cc1nc(NCC2CCCO2)c2nnn(Cc3ccccc3Cl)c2n1 (stereo not drawn),-5,0,0.0%,-5,0.1,12,4,3,2
COC(=O)Nc1ncc(CN2CCCCC2)s1,10,3,4.1%,0,0.7,0,33,-11,4
O=C(CN1CCN(S(=O)(=O)c2ccc(Br)cc2)CC1)N/N=C/c1ccc(Br)s1,.,4,-0.6%,-10,-0.1,0,-17,7,-1

# The list is partial. The share of hits here may be higher or lower than overall.
